Bioassay records (PubChem BioAssay)
NR2E3 ag-1: human photoreceptor-specific nuclear receptor agonism. inhibition of corepressor binding, % at 3.98 µM. hit rate 0.35% among 360,000. CHO-S Gal4-NCOR/VP16-NR2E3 two-hybrid, luciferase. AID 602229. Q9Y5X4;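 active means inhibition above the mean of all tested compounds plus 3 SD, cut at about 70% in these data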;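 further: 0% = DMSO with NR2E3 transfected cells and 100% = cells lacking NR2E3 construct; higher means lower luciferase signal from less NR2E3 corepressor binding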
Target sequence (Q9Y5X4 whole entry, looked up, the tested form may be a part): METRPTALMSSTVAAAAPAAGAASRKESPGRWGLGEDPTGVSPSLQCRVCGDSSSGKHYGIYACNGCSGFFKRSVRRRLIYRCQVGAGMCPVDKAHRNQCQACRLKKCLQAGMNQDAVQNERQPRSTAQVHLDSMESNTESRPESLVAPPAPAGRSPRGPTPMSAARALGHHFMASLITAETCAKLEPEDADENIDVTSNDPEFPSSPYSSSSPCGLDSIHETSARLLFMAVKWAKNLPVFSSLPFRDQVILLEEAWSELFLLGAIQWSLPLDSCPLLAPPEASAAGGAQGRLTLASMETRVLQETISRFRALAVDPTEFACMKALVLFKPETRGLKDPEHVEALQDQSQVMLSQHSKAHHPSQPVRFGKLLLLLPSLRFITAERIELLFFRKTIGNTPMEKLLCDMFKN
TRPM1 prom inh: inhibitors of MITF-driven TRPM1 promoter in melanoma cells; SK-MEL-5 TRPM1 promoter luciferase, 24 h; inhibition, % at 12.5 µM; hit rate 0.83% among 330,000;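 active means mean inhibition across replicates of 60% or more, whatever share of single replicates reaches that level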; further: values of inactives mirror those of a sister screen read the other way
NR2E3 ag-2: activates human photoreceptor nuclear receptor NR2E3; Q9Y5X4; inhibition of corepressor binding, % at 4.78 µM; GST-NR2E3/biotin-RetCOR TR-FRET, 1536-well; hit rate 0.12% among 320,000; AID 2300;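 active means percent inhibition above the cutoff of mean plus 3 SD of all tested compounds, set per screening campaign, cut at about 20% in these data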;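 further: 0% = DMSO wells and 100% = biotin wells as full block of FRET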
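Test system – NR2E3–RetCOR corepressor complex · Quantity – NR2E3 fusion 1.35 nM · Buffer or medium – Tris pH 7.5 · Incubation – Compound–protein incubation for 5 h at 4 °C · Technique – TR-FRET, Eu(K)-anti-GST donor, streptavidin-D2 acceptor, ex 340, em 617/671 nm · Evaluation – percent inhibition of 671/617 nm emission ratio versus biotin and DMSO controls · Plate – 1536-well format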
TRAIL sens C8: sensitizes caspase-8 expressing cells to TRAIL. NB7+C8 cells + TRAIL, ATPlite viability luminescence. inhibition (viability loss, TRAIL sensitization), % at 10 µM. hit rate 1% among 360,000;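 active means compounds causing at least 50% loss of cell viability in the single-dose screen, relative to plate controls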
iPSC survival up: enhancers of human iPSC single-cell survival. hit rate 0.044% among 360,000. hiPSC single-cell survival, ATPlite luminescence; 100% = ROCK inhibitor wells, 0% = DMSO. survival enhancement, % at 20 µM. AID 602274; in the data active means survival enhancement above about 18%;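 further: cells exposed to compounds for 16 hours before the ATP read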
Peg3 prom inh: Peg3 promoter activity inhibition; HeLa PEG-Prom luciferase reporter, luminescence, overnight; inhibition, % at 20 µM; hit rate 1.7% among 360,000; AID 588405;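 active means inhibition of at least 50% at 20 µM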
EBV LMP1 NFkB: Epstein-Barr LMP1 NF-kappaB reporter inhibition; LMP1-induced NF-kappaB luciferase reporter cells, luminescence; inhibition, % at 12.5 µM; hit rate 0.69% among 350,000; in the data active means inhibition above about 41%;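 further: 0% = neutral control wells and 100% = reference inhibitor control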
KKLEB cytotox: counter-screen for CF NF-kB inhibitors: cytotoxicity | AID 602141 | activity change (cytotoxicity), % at 5 µM | hit rate 0.36% among 360,000 | KKLEB CF airway cells viability, ATPlite luminescence, overnight; active compounds read low; cells stimulated with P. aeruginosa culture filtrate;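 active means corrected activity change at or below -50% at 5 µM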
Shn3 inh set2: Schnurri-3 reporter inhibition in Clone20 osteoblasts. Clone20 osteoblast Shn3 3'UTR firefly luciferase, 24 h. inhibition, % at 12.5 µM. hit rate 0.52% among 360,000. AID 588674;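 active means mean inhibition of at least 75% with every replicate also reaching 75%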;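 further: 0% = median of neutral control wells and 100% = pilot-screen positive control compound; some compounds past the cut are filed as inactive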
HIF-2a block: blocks HIF-2a reporter activity; hit rate 0.72% among 360,000; 786-0 RCC cells HIF-2a reporter, luciferase luminescence, overnight; AID 624352; inhibition, % at 18.8 µM;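 active means inhibition of the luminescence signal of 40% or more relative to plate controls, in a single-dose primary screen at 18.75 µM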
CF NFkB inh: cystic fibrosis NF-kB activation inhibition | KKLEB NF-kB-GFP reporter, PAF-induced, GFP fluorescence overnight | inhibition, % at 5 µM | hit rate 0.86% among 360,000 | AID 588850;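 active means at least 50% inhibition at 5 µM, scaled per plate between neutral and stimulator controls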;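 further: PAF is a Pseudomonas aeruginosa culture filtrate used as stimulus; plate controls were PAF-stimulated DMSO wells for no effect and unstimulated DMSO wells for full effect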
The depositor's hits bear a star; · = no result given. Only part of the results is shown, so the mix of outcomes need not match the whole.

SMILES	NR2E3 ag-1	TRPM1 prom inh	NR2E3 ag-2	TRAIL sens C8	iPSC survival up	Peg3 prom inh	EBV LMP1 NFkB	KKLEB cytotox	Shn3 inh set2	HIF-2a block	CF NFkB inh
CC1CC(C)CN(C(=O)C(C)N2CCN(S(=O)(=O)c3cccs3)CC2)C1 (configuration not stated)	12	8	4	7	3.1	8	-3	0	-18	11	24
Cc1ccc(CC2C(=O)N(c3ccc(C)cc3)C(=O)C2C)cc1 (configuration not stated)	-26	-30	5	13	-0.3	-101	-9	0	-23	-159	-26
CCOc1ccccc1/C=N/Nc1cc(C)nc2ccc(C)cc12	-46	2	4	-2	0.4	-53	-6	5	-13	-94	-23
CC(NS(C)(=O)=O)C(c1cccs1)N1CCN(Cc2ccccc2)CC1 (configuration not stated)	-22	·	2	0	1.3	1	-4	-30	-10	2	20
CN(c1ccc(-c2csc(NC(=O)C3CC(=O)N(Cc4ccco4)C3)n2)cc1)S(C)(=O)=O (configuration not stated)	-14	-8	0	3	1.4	-3	-6	2	-6	-7	9
C[C@H](NC(=O)C1CCN(S(=O)(=O)c2ccccc2)CC1)C(=O)NCc1cccc(Cl)c1	-18	3	0	-15	0.5	20	4	5	1	8	-4
O=C(N/N=C1\CCCc2c1[nH]c1ccc(Cl)cc21)c1ccncc1	0	40	-1	20	-0.6	11	6	-10	12	26	6
CN(CC(=O)NCCc1ccccc1)S(=O)(=O)c1ccc(Br)s1	-3	3	-4	-12	-0.3	14	-1	17	-6	-14	-37
COc1ccc(C(=O)NCCCc2ccccc2)cc1OC	-14	6	3	-8	-0.4	-15	3	-13	-8	-24	2
O=C(c1ccccc1NS(=O)(=O)c1ccccc1[N+](=O)[O-])N1CCOCC1	-8	7	1	-9	0.2	12	-2	7	7	1	-8
COc1ccc2c(c1)CCc1c(C(=O)Nc3c(C)n(C)n(-c4ccccc4)c3=O)noc1-2	8	6	0	-9	-1.9	-22	11	1	2	-37	1
Cc1ccc(-c2nc(N)n(C(=O)c3cccnc3)n2)cc1	-76	-36	5	5	-0.9	-105	14	1	-9	-140	2
COCc1cc(=O)n2c(-c3ccccc3OC)n[nH]c2n1	-4	19	2	4	6.4	12	-4	4	-8	7	-15
C=CCn1c(SCC(=O)Nc2ccc(C(=O)OCC)cc2)nnc1-c1sc(N)nc1C	-21	11	-2	16	-0.3	8	0	-4	9	0	-3
Cc1cc(=O)oc2c(CN3CCCCC3)c(O)ccc12	-17	-2	·	-15	-3.5	16	1	2	-32	6	7
O=C(Nc1ccc(Cl)c(Cl)c1)NC1CCS(=O)(=O)C1 (configuration not stated)	-14	8	2	-9	-0.2	-2	4	-6	8	-3	15
CNc1cc(CSC)nc(SCc2ccc(Cl)c(Cl)c2)n1	-2	-12	2	-10	0.0	16	-18	-16	24	18	2
O=C1C2N=NN(CC(=O)N3N=C(c4cccc5ccccc45)CC3c3ccccc3)C2C(=O)N1c1ccccc1 (configuration not stated)	-42	6	-2	-1	-1.1	8	6	1	0	6	3
COc1ccc(NC(=O)C(c2ccccc2)c2ccccc2)c(OC)c1	2	12	3	3	-0.4	5	-5	-8	-15	-12	-15
COCCCNC(=O)COc1ccc(Cl)c(C)c1	-29	1	-1	-8	1.5	3	-6	2	-48	-39	-4
Nc1cccc2c1C(=O)N(C(=O)c1cccc(S(=O)(=O)N3CCCCCC3)c1)C2=O	-3	-3	-5	-6	1.4	10	1	0	-5	15	5
CCOc1ccc2nc(C)cc(C(=O)O)c2c1	4	0	-1	-17	1.4	0	1	8	5	-2	5
Cc1ccc(C)c(S(=O)(=O)N2CCCC2CNC(=O)C(=O)NCC2CCCO2)c1 (configuration not stated)	7	-1	-2	-10	-0.1	0	6	-2	1	14	22
CC(Oc1ccccc1F)C(=O)NNC(=O)CCS(=O)(=O)c1ccccc1Cl (configuration not stated)	-5	-4	-2	-11	1.4	-4	-11	-2	-17	12	1
N#Cc1nc(-c2ccccc2F)oc1NCCc1ccccn1	-23	-6	1	6	-1.0	-51	-4	5	5	-84	0
Cc1ccc(-n2c(C)cc(/C=C3\NC(=O)NC3=O)c2C)c(C)c1	8	-9	4	4	-0.8	-63	-3	5	-9	-78	1
CCN(CC)CCSc1nnc2c3cc(F)ccc3n(Cc3ccccc3)c2n1	-6	4	-3	-8	0.2	11	-7	-6	17	15	-22
O=C(C1CC1)N1N=C(c2ccncc2)CC1(O)C(F)(F)F (configuration not stated)	10	3	2	10	-1.0	10	-5	1	-1	18	-2
O=C(NCc1cccnc1)Nc1cccc(NC(=O)NCc2cccnc2)c1	-15	17	1	9	0.0	21	2	2	8	24	-3
CCc1nn(C(C)C(=O)N2CCN(Cc3ccccc3)CC2)c(=O)c2cc3occc3n12 (configuration not stated)	-3	10	0	-7	-1.9	15	2	-1	8	13	5
Cc1ccc(S(=O)(=O)N2CCN(CCNC(=O)C(=O)Nc3ccc(F)cc3)CC2)cc1	-3	3	3	1	-0.5	9	2	-5	18	5	6
COc1ccc(S(=O)(=O)NC(C)CCc2ccccc2)cc1 (configuration not stated)	1	-19	2	-6	-0.3	3	-4	0	-1	10	-9
Cc1ccccc1/C(N)=N/OC(=O)/C=C/c1ccccc1	-67	-58	2	94*	0.0	-242	-17	2	-158	-245	-24
O=c1c2ccccc2nc2n1CCN2Cc1ccc(Cl)cc1	47	-9	0	17	-2.0	-34	12	2	58	-101	8
Cc1cc(NC(=O)CSc2nnc(-c3ccccc3C)n2C)no1	-13	-5	-1	-7	0.1	5	2	10	-8	7	10
CSc1nnnn1-c1ccc(C(=O)OCC(=O)N2CCOCC2)cc1	3	10	5	-4	-0.1	3	2	2	7	11	-3
COc1ccc(CNC(=O)[C@H](C)N2C(=O)N3CCc4c([nH]c5ccccc45)[C@@]3(C)C2=O)cc1OC	-37	17	-1	7	-3.9	19	12	-3	49	7	-14
Cc1cc(=S)c2ccccc2[nH]1	2	-3	0	-8	0.2	23	9	-13	1	30	20
COc1ccc(CCNC(=O)Cn2cnc3c(cnn3C(C)(C)C)c2=O)cc1OC	-24	-5	-3	-1	6.1	4	0	2	-12	2	8
CC(C)C[C@H](NS(=O)(=O)c1ccc(Br)cc1)C(=O)O	12	4	5	-4	0.6	6	5	8	-4	22	3

Quoted at random: two entries already listed.
SMILES	NR2E3 ag-1	TRPM1 prom inh	NR2E3 ag-2	TRAIL sens C8	iPSC survival up	Peg3 prom inh	EBV LMP1 NFkB	KKLEB cytotox	Shn3 inh set2	HIF-2a block	CF NFkB inh
Cc1ccc(C)c(S(=O)(=O)N2CCCC2CNC(=O)C(=O)NCC2CCCO2)c1 (configuration not stated)	7	-1	-2	-10	-0.1	0	6	-2	1	14	22
O=c1c2ccccc2nc2n1CCN2Cc1ccc(Cl)cc1	47	-9	0	17	-2.0	-34	12	2	58	-101	8

(continued)
SMILES	NR2E3 ag-1	TRPM1 prom inh	NR2E3 ag-2	TRAIL sens C8	iPSC survival up	Peg3 prom inh	EBV LMP1 NFkB	KKLEB cytotox	Shn3 inh set2	HIF-2a block	CF NFkB inh
COc1ccc(CCNC(=O)c2cc3c(F)cccc3s2)cc1OC	0	0	1	8	-0.5	-6	10	2	8	-7	4
Cc1ccccc1NC(=O)COc1ccc(Br)cc1CNCCCO	11	-5	2	-12	-0.3	-2	1	2	·	-1	-2
COc1cc([N+](=O)[O-])ccc1NC(=O)Nn1cnnc1	-9	-2	-1	-5	-0.3	12	3	20	12	9	-31
Cc1cc(C)cc(C(=O)NCCN2CCOCC2)c1	-11	-1	1	9	-0.6	4	1	-8	18	8	10
CCCOc1ccc(C2c3c(oc4cc(C)c(C)cc4c3=O)C(=O)N2CCCN(C)C)cc1 (configuration not stated)	-26	·	1	3	0.4	4	4	-2	-15	-4	10
CC(C)C[C@H](NC(=O)OC(C)(C)C)C(=O)N1CCC(C(=O)N[C@@H](Cc2c[nH]c3ccccc23)C(=O)O)CC1	-6	4	-1	2	0.3	6	1	3	-22	12	-12
Cc1c(C)n(Cc2ccc(Cl)cc2)c2ccc(C(=O)NCCN3CCOCC3)cc12	27	2	-1	-1	-0.4	11	11	-13	7	19	15
Cc1ccc(NC(=O)CSc2ccc3nnc(-c4cccnc4)n3n2)cc1	-6	-3	3	-28	0.6	7	-7	-4	6	10	-12
COc1ccc(CNc2ccccc2SC)cc1OC	-74	-20	2	2	-1.4	-156	-7	5	0	-176	-23
COc1cc(NC(=O)c2ccccc2-n2cnnn2)cc(OC)c1	-2	-4	-2	8	0.1	4	0	1	17	4	22
CCN(CC)/C(N)=N/c1nc(C)cc(C)n1	-26	-13	-3	-8	0.3	14	6	0	23	18	11
CC(=O)C(Cl)C(=O)Nc1ccccc1 (configuration not stated)	-36	-19	·	-2	-0.3	28	3	-27	-3	-4	3
CCOC(=O)c1c(C)[nH]c(C(=O)COC(=O)CNC(=O)c2ccc(Br)cc2)c1C	-20	13	1	1	-1.1	44	-2	6	-6	-9	12
O=C(c1ccco1)N1CCN=C1SCc1cccnc1	9	-7	-3	5	-2.1	-5	1	5	13	20	8
CCC(=O)Nc1cc2c(cc1C(C)=O)OCCO2	-6	5	0	-6	-1.1	2	-15	-13	-3	7	7
COc1cccc(CCNC(=O)CCc2nnc(-c3cc(C)oc3C)o2)c1	-12	2	3	-9	-0.6	-5	-10	0	14	-8	-6
CC1CN(C=O)CC(C)N1CCN1C(C)CN(C=O)CC1C (configuration not stated)	-1	3	·	-1	0.7	8	1	9	0	6	-12
Fc1ccc2nc(N3CCCC3)sc2c1	-100	-138	1	-14	-0.3	-324	-23	2	-59	-312	-11
CCOc1ccc(C(=O)COC(C)=O)cc1	-17	-8	1	-4	-3.4	6	-2	-2	-8	0	9
O=C(Nc1nc2ccc(Cl)cc2s1)c1ccco1	-111	-12	-1	40	-2.6	-243	3	-3	-36	-87	10
CCN1CCN(C(C(=O)NC2CCCCC2)c2cc3ccccc3o2)CC1 (configuration not stated)	-10	·	·	-4	3.9	-19	·	7	-17	-11	4
COC(=O)Cc1nnc(NC(=O)C(C)C)s1	-11	-11	0	9	1.0	7	5	10	1	20	3
O=C(CN1CCOCC1)N/N=C/c1cc2ccccc2nc1Cl	-8	-13	-4	-3	0.9	10	-2	-2	-15	-9	0
CCOc1c(OC)cccc1C(=O)NCC1(c2ccccc2)CCCC1	-17	-4	-1	1	1.3	10	3	2	39	20	2
O=C(NCC1CCCO1)c1ccc(CNS(=O)(=O)c2cccc(Cl)c2)cc1 (configuration not stated)	-2	3	2	-2	2.2	-4	-6	-4	6	11	3
COc1ccc(-c2cn(-c3ccc(C)cc3)c(=O)n2CC(=O)Nc2cccc(F)c2)cc1	-42	-3	-2	0	0.8	-62	-12	5	-15	-73	7
CC1(Cc2ccc(Cl)s2)C(=O)Nc2c(Cl)ccc(Cl)c21 (configuration not stated)	12	·	·	-1	0.3	17	·	13	-9	5	8
COc1cccc(-c2ncc3ccccc3c2COC(=O)c2ccc(Br)cc2)c1	-1	4	1	5	2.2	5	7	3	6	-13	13
